# CCT modulator: High-Throughput Screening for Modulators of Cytosolic Chaperonin Activity; AID 651819, 2012; actives 0.3% (n = 360,000); purified chaperonin ATPase assay, HTRF ADP detection, 30 min; activity change, % (no concentration beside the values), hits read low; in the data active = activity change below about -30%; note: % is set by controls: 0 for no effect and ±100 for the full control effect
#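 TRiC (40 or 20 nM final, by batch activity) in 30 mM Tris pH 7.4, 100 mM KCl, 5 mM MgCl2, 1 mM DTT was treated with compound at 76 uM single dose, then 10 uM ATP, 30 min at 37 °C. ADP was read by HTRF Transcreener.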
# EPAC1 antag: qHTS for Antagonist of cAMP-regulated guanine nucleotide exchange factor 3 (EPAC1): primary screen; Rap guanine nucleotide exchange factor 3 (Homo sapiens), O95398; EPAC1 GEF assay, Rap1b-BODIPY-GDP exchange fluorescence; Potency, µM (highest dose often 115 µM), without a hit: at the highest dose activity change, negative = inhibition, actives largely listed as inhibitors; actives 0.14% (n = 360,000);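 note: potency is the fitted concentration of half-maximal effect; plate controls were vehicle for no effect and positive control for full effect; nearly all actives have a fitted effect of over 50% in size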
# EPAC2 antagonist: qHTS for Antagonist of cAMP-regulated guanine nucleotide exchange factor 2 (EPAC2): primary screen; AID 720708, 2013; Rap guanine nucleotide exchange factor 4 (Homo sapiens), Q8WZA2; EPAC2 GEF exchange of Rap1B-BODIPY-GDP, fluorescence; actives 0.18% (n = 360,000); Potency, µM (titrated, usually from 114 µM), for inactives: at the top dose activity, negative = inhibition, actives largely listed as inhibitors; note: potency is the fitted concentration of half-maximal effect; % is set by controls: 0 for no effect and ±100 for the full control effect; nearly all actives have a fitted effect of over 45% in size; many of its hits are not listed in these tables
# Target sequence (Q8WZA2 whole entry, looked up): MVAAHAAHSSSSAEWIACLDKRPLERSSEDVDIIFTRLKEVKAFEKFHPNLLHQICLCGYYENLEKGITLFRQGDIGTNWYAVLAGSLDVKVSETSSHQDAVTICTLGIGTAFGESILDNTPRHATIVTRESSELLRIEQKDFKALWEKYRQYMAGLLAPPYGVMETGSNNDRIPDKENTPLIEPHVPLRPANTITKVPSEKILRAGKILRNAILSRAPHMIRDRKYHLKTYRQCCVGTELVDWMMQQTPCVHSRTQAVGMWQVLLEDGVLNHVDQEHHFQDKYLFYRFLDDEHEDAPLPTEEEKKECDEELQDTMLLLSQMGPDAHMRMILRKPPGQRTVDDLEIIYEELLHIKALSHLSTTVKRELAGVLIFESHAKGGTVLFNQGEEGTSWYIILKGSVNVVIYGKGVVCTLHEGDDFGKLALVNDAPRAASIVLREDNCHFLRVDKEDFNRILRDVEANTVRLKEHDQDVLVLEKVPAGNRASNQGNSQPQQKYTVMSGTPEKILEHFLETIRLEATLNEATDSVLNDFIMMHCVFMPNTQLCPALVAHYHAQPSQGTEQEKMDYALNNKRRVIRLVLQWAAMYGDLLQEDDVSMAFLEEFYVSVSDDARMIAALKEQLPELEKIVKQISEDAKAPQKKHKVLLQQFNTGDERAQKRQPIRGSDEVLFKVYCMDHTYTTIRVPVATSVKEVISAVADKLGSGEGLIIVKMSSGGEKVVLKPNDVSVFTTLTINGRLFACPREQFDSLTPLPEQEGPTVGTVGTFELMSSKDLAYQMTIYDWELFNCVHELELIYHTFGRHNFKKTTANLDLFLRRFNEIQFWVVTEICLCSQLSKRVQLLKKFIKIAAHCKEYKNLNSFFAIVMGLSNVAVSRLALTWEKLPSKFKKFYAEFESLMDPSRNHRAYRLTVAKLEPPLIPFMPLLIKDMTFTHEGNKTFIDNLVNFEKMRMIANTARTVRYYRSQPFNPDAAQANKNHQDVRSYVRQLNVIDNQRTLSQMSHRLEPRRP
# Mm-Cpn inhibitor: Inhibitors of TCP-1 ring complex (TRiC) of Methanococcus maripaludis (MmCpn): qHTS; actives 0.031% (n = 330,000); Potency, µM (series often up to 76.9 µM), for inactives: at the highest dose activity, negative = inhibition, usual class: inhibitors; purified Mm-Cpn ATPase, ADP Transcreener TR-FRET; note: potency is the fitted concentration of half-maximal effect; % is set by controls: 0 for no effect and ±100 for the full control effect; nearly all actives have a fitted effect of over 80% in size
#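 ATPase turnover read by TR-FRET ADP competition (Eu cryptate antibody/ADP-d2, 665/590 nm): 10uM ATP final, 25nM Mm-CPN final, 30 min 37degC after 10-min compound preincubation, pH 7.4 Tris/KCl/MgCl2/DTT buffer.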
# PLK1 PBD block: qHTS for Inhibitors of PLK1-PDB (polo-like kinase 1 - polo-box domain): Primary Screen. Serine/threonine-protein kinase PLK1 (Homo sapiens), P53350. Plk1 PBD binding of FITC phosphopeptide, fluorescence polarization. Potency, µM, for the others: max response, negative = inhibition, usual class: inhibitors. actives 2.8% (n = 360,000). AID 720504, 2013; note: potency is the fitted concentration of half-maximal effect; series mostly up to about 57 µM; % is set by controls: 0 for no effect and ±100 for the full control effect; nearly all actives have a fitted effect of over 65% in size
# WRN inhibitor: qHTS for Inhibitors of WRN Helicase; Bifunctional 3'-5' exonuclease/ATP-dependent helicase WRN (Homo sapiens), Q14191; WRN helicase unwinding, fluorescent forked duplex, kinetic; Potency, µM (highest dose often 114 µM), without a hit: top-dose activity change, negative = inhibition, most hits filed as inhibitors; actives 0.46% (n = 360,000); AID 651768, 2012; note: potency is the fitted concentration of half-maximal effect; % is set by controls: 0 for no effect and ±100 for the full control effect; nearly all actives have a fitted effect of over 55% in size
#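 WRN at 20 nM final preincubated with compound 15 min at room temperature; reaction started with 100 nM fluorophore/quencher forked duplex oligonucleotide and 2 mM ATP final. Unwinding followed kinetically by red fluorescence (ex 525, em 598 nm).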
# EPAC1 ag: qHTS for Agonist of cAMP-regulated guanine nucleotide exchange factor 3 (EPAC1): primary screen | EPAC1 agonist qHTS, biochemical assay; response scale: 100% = response to 6.5 mM cAMP | Potency, µM (series often up to 154 µM), for inactives: at the top dose activation, most hits filed as activators | Rap guanine nucleotide exchange factor 3 (Homo sapiens), O95398 | actives 0.073% (n = 360,000); note: potency is the fitted concentration of half-maximal effect; nearly all actives have a fitted effect of over 60% in size
#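 EPAC1 100 nM, Rap1B–BODIPY-GDP 250 nM, unlabeled GDP 50 uM; compound titration; 5 min RT; kinetic read ex480/em540 at 5-min intervals ×30 min; data normalized to 6.5 mM cAMP agonist control.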
# PI5P4Ka inh: qHTS for Inhibitors of phosphatidylinositol 5-phosphate 4-kinase (PI5P4K); max response, %; Phosphatidylinositol 5-phosphate 4-kinase type-2 alpha (Homo sapiens), P48426; actives 1.2% (n = 330,000); PI5P4Kalpha enzyme, ADP-Glo luminescence, 60 min; stronger effect = lower value; active = max response of -50% or lower; inconclusive = between -30% and -50%; inactive = -30% or higher; note: value at the top dose of about 77 µM; % is set by controls: 0 for no effect and ±100 for the full control effect
#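 Luminescence from ADP-Glo served as readout of PI5P4Kalpha activity in a qHTS format. Reaction: enzyme, substrate, compound, ATP at 5 microM final, 60 min at RT.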
# * = called active by the depositor; ? = inconclusive; / = no result given; [ ] = dose if it differs, or a comment. Unless noted, calls come from the whole dose curve; as a rule, active = well fitted curve in the direction sought with a large enough effect; inconclusive = small, poorly fitted or top-dose-only effect, or another doubt; inactive = no such curve, though single readings can be large; an effect the other way counts as inactive or inconclusive. A portion of the library. The share of hits here may be higher or lower than overall.
# Order of results: EPAC1 ag, CCT modulator, PI5P4Ka inh, WRN inhibitor, EPAC1 antag, EPAC2 antagonist, PLK1 PBD block, Mm-Cpn inhibitor
O=C(NCc1ccco1)c1cccc(NS(=O)(=O)c2cccc(F)c2)c1
  -4.7%, -0.8, -0.6, -5.8%, 5.0%, -21.2%, 6.2%, 1.7%
CC(=O)c1c(C)[nH]c(C(=O)NCc2ccco2)c1C
  -0.4%, -1.4, -4.3, -21.6%, -1.6%, 4.5%, -1.4%, -0.1%
CN1[C@@H]2CCC[C@H]1CC(NC(=O)c1nn(C)c3ccccc13)C2 (stereo partly drawn)
  -20.5%, -0.8, -0.9, 1.5%, 17.1%, 24.7%, 2.2%, 1.8%
C=CCNC1=C(Cl)C(=O)c2ccccc2C1=O
  -3.9%, -1.3, 3.2, -24.2%, -27.5%, -4.6%, -6.8%, -0.7%
CCC(C)NC(=O)NCc1ccccc1F (stereo not drawn)
  5.4%, -1.6, 2.5, -24.3%, -4.5%, -7.0%, -22.4%, -4.6%
NC(=O)NC(CC(=O)NNC(=O)c1ccccn1)c1ccccc1Cl (stereo not drawn)
  -1.4%, -1.1, 0.1, 3.7%, 18.0%, -10.6%, -5.9%, 0.9%
CCCCc1ccc(NC(=O)C(=O)NCCN2CCN(Cc3ccc([N+](=O)[O-])cc3)CC2)cc1
  0.0%, -2.1, 1.3, 6.1%, -10.7%, 6.9%, -8.4%, 0.1%
C=CCCOc1ccccc1C(N)=O
  6.9%, 0.6, 4.5, 6.6%, 1.9%, 5.5%, 0.1%, -0.6%
Cn1cnc2c1c(=O)n(Cc1ccc(Cl)cc1Cl)c(=O)n2C
  10.8%, 1.2, 1.9, 1.5%, -11.5%, -11.6%, -7.6%, 1.3%
Cc1cc(C)c(S(=O)(=O)N(C)CC(=O)NC2CCCC2)c(C)c1
  9.8%, -1.9, /, -2.2%, 11.9%, -22.6%, -15.0%, 0.9%

# 2 compounds from above, reduced to WRN inhibitor, EPAC1 antag and EPAC2 antagonist.
SMILES	WRN inhibitor	EPAC1 antag	EPAC2 antagonist
C=CCNC1=C(Cl)C(=O)c2ccccc2C1=O	-24.2%	-27.5%	-4.6%
C=CCCOc1ccccc1C(N)=O	6.6%	1.9%	5.5%

# Continuation.
# Order of results: EPAC1 ag, CCT modulator, PI5P4Ka inh, WRN inhibitor, EPAC1 antag, EPAC2 antagonist, PLK1 PBD block, Mm-Cpn inhibitor
O=P(NC1CCCCC1)(c1ccccc1)c1ccccc1
  -1.9%, 0.8, 3.0, 9.9%, -12.0%, 6.4%, 2.0%, /
O=c1[nH]c(=O)n2ncnc2[nH]1
  -1.1%, -3.8, ?, 7.2%, -21.6%, 6.7%, -7.8%, /
Cc1cc(C(=O)OCC(=O)Nc2nccs2)c2ccccc2n1
  -4.3%, 1.1, -5.9, -2.0%, 19.8%, -3.1%, 3.36µM*, 0.0%
CC(C(=O)N=c1sc2ccccc2n1C)N1C(=O)C2CC=CCC2C1=O (stereo not drawn)
  7.8%, -0.4, /, 3.9%, 4.4%, -5.7%, -10.3%, -1.3%
CCOc1ccc(NC(=O)c2nsc(Cl)c2Cl)cc1
  9.9%, 1.8, 0.3, 2.3%, -9.0%, 0.4%, 1.3%, -1.9%
NC(=O)C1(c2ccccc2)CCCN1C(=O)c1ccc(Br)cc1 (stereo not drawn)
  1.4%, 0.4, 0.2, -8.3%, -3.4%, 14.5%, 4.2%, 0.6%
Cc1cc(C)n2nc(Cc3ccccc3)nc2n1
  -6.0%, 0.6, -2.5, -8.2%, 8.9%, 10.1%, -1.1%, -2.0%
N#CCn1cnc2c(oc3ccccc32)c1=O
  -2.0%, -1.5, 2.4, -2.8%, -15.9%, -1.0%, -6.7%, -1.2%
CCOCCc1nnc(NC(=O)Cc2ccccc2)s1
  4.6%, -2.1, 0.2, 0.2%, 7.9%, 4.8%, -4.6%, 1.4%
Cc1cccc(N(CC(=O)Nc2c(C)n(C)n(-c3ccccc3)c2=O)S(C)(=O)=O)c1
  2.8%, 1.4, 1.7, 3.1%, 10.5%, 5.3%, 0.7%, 1.6%
Cc1cc(NS(=O)(=O)N(C)C)ccc1C(C)C
  -4.1%, -1.6, -0.6, 1.0%, 3.8%, 0.9%, 0.6%, 0.8%
COc1ccc(NC(=O)C(F)(OC)C(F)(F)F)c(OC)c1 (stereo not drawn)
  -1.1%, 3.3, /, 0.1%, 15.7%, 13.4%, 3.3%, 0.1%
O=C(CNCc1ccccc1Cl)Nc1ccc2c(c1)OCCO2
  -9.6%, 0.8, 0.0, 3.0%, 17.4%, 3.0%, -0.2%, -1.3%
O=C(O)Cc1ccc2ccc3ccccc3c2c1
  -7.8%, 2.0, -0.2, 6.4%, -11.7%, -17.9%, -10.2%, /
C/C(Cc1ccccc1)=N\NC(=O)CNC(=O)Cc1ccc(Cl)cc1
  -6.7%, 0.2, -2.8, -12.2%, -14.9%, 12.4%, -17.3%, -0.4%
CCOc1ccccc1NC(=O)N1CCc2ccccc2C1
  -2.0%, -3.3, 2.4, 9.1%, -7.4%, -3.5%, -3.5%, -0.7%
CC(=O)NC(CC(=O)OCC(=O)c1c(N)n(C)c(=O)n(C)c1=O)c1ccccc1 (stereo not drawn)
  -8.1%, 2.2, -17.5, 5.9%, 0.5%, 2.0%, 23.8µM*, 0.3%
COc1ccccc1NS(=O)(=O)c1cccc(C(=O)NN=C2CCCCCC2)c1
  8.9%, -4.1, -10.6, -10.1%, 9.8%, -4.0%, -9.1%, 1.0%
O=C(CCCN1C(=O)c2ccccc2C1=O)Nc1cccnc1
  0.1%, 0.9, /, -11.6%, -2.5%, -4.3%, -5.8%, 0.1%
CCN(CC)S(=O)(=O)c1ccc2c(c1)NC(=O)C1CCCN21 (stereo not drawn)
  3.3%, 0.4, -12.9, -3.9%[57.1 µM], -15.2%, 7.8%, -12.1%, -2.1%
COCCn1c(N2CCN(c3ccccc3)CC2)nc2c1c(=O)n(C)c(=O)n2C
  -5.6%, 0.6, -4.6, 7.4%, 11.4%, 4.1%, -4.0%, 1.4%
COc1cccc(N2C(=O)C3ON(c4ccccc4)C(c4cccs4)C3C2=O)c1 (stereo not drawn)
  4.9%, -1.6, -0.4, 2.7%, -9.1%, -23.6%, -0.8%, 1.6%
CC1CCCCN1C(=S)Nc1ccc(S(=O)(=O)N2CCCCC2)cc1 (stereo not drawn)
  12.9%, 0.1, -22.5, -2.1%, -0.2%, -7.7%, -19.1%, /
CNS(=O)(=O)c1cccc(C(=O)OCC(=O)/C=C2/N(C)c3ccccc3C2(C)C)c1
  12.2%, 1.1, 2.4, ?, -9.2%, 8.1%, -1.5%, -4.5%
CN(CC(=O)Nc1ccc(Cl)c(Cl)c1)CC(=O)N1CCc2ccccc21
  3.0%, -0.4, 28.5, -1.5%, -1.7%, -12.1%, 6.2%, /
O=C(CN1CCN(c2ccccn2)CC1)Nc1cccc(C(F)(F)F)c1
  -6.0%, 0.0, 0.5, -3.9%, -21.3%, -4.7%, -4.1%, -0.4%
CC1CCN(C(=O)c2ccc3ccccc3c2)CC1
  -13.3%, 0.0, -3.9, -3.5%, -23.7%, -28.8%, -0.2%, 0.6%
CCCSCCCNC(=O)CN1C(=O)COc2ccc(S(=O)(=O)N3CCCC3)cc21
  6.6%, 0.9, 3.1, -4.2%, -2.5%, -1.9%, -1.3%, 1.0%
COCCNC(=O)c1cc(-c2ccccc2OC)on1
  5.4%, -1.7, 0.2, -0.8%, -4.1%, 2.0%, -3.7%, 0.6%
O=C(NCc1ccncc1)C(=O)NCc1ccco1
  1.2%, -6.2, 2.9, -0.3%, -17.9%, 4.8%, -9.5%, 1.3%
CCN(CC)c1ccc(NS(=O)(=O)c2ccc(-c3ccc(=O)[nH]n3)o2)c(C)c1
  0.5%, -5.1, 0.7, 0.3%, -9.8%, 15.0%, -5.5%, -2.2%
CC1(C)Cc2ccccc2-c2nnc(SCC(=O)N3CCN(c4ccccc4)CC3)n21
  8.4%, -2.6, /, -14.1%, 0.0%, -3.0%, -8.3%, -2.4%
O=c1cc(-c2ccccc2)c2cc(Cl)c(O)c(CN3CCOCC3)c2o1
  1.2%, 1.2, -0.6, -3.8%, 8.0%, 6.7%, -6.5%, 0.6%
O=C(COc1ccccc1)N/N=C/c1cc2c(cc1[N+](=O)[O-])OCO2
  0.7%, -0.9, /, -8.6%[57.1 µM], -1.9%, -2.6%, -7.2%, -1.2%
CCOC(=O)C1=C(C)NC(=O)C(C(N)=O)C1c1ccccc1 (stereo not drawn)
  -2.0%, -0.9, 1.4, 11.3%, 11.2%, 13.9%, 0.0%, -1.1%
Cn1c2ccccc2c2ccc3c(c21)C(=O)C=CC3=O
  4.8%, 0.0, -72.4*, ?, -27.3%, -28.8%, 11.9µM*, /
CCC(Sc1nccn1C)C(=O)Nc1cccc2ccccc12 (stereo not drawn)
  -0.6%, 0.1, -2.9, 0.0%, -14.3%, -6.5%, -13.5%, -0.3%
COC(=O)c1ccc(NC(=S)NCC2CC2)cc1
  13.0%, 1.9, 2.0, -5.4%, -23.6%, -12.0%, -0.7%, -6.3%
COC(=O)CCC(=O)N1CCOCCOCCN(C(=O)CCC(=O)OC)CCOCCOCC1
  -3.9%, 1.3, 13.2, -3.7%, 8.3%, 6.5%, -5.7%, 2.4%
Cn1nc(C(C)(C)C)cc1C(=O)NNC(=O)c1ccc(C(F)(F)F)cc1
  5.9%, 2.4, -1.0, 3.4%, -9.5%, -7.9%, -15.1%, -0.8%
CNC(=S)Nc1ccc2nc(C)oc2c1
  1.0%, 0.6, 3.6, -0.4%[57.1 µM], -25.1%, 3.2%, 7.0%, -20.3%
CCOC(=O)C1CCN(C(=O)c2ccc(Cl)c(S(=O)(=O)N3CCOCC3)c2)CC1
  0.7%, -0.7, /, -2.8%, 5.9%, -1.1%, -7.1%, 1.6%

# Bioassay records: PubChem, National Center for Advancing Translational Sciences (NCATS)
